PABP1 MLLE inh = inhibitors of PABP1 MLLE–PAM2 peptide binding, primary screen, biochemical, fluorescence polarization, FITC-PAM2, GST-MLLE. Polyadenylate-binding protein 1 (Homo sapiens), P11940. inhibition, % at 20 µM. actives 0.36% (n = 360,000). AID 588489, 2011; in the data active = inhibition above about 35%, passing the limit was not always enough;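 also: plate controls were DMSO wells with GST-MLLE for no effect and wells lacking GST-MLLE protein for full effect; some results filed as inactive read as strong as hits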
CendR NRP1 mod = modulators of CendR peptide binding to NRP-1, primary screen, biochemical, fluorescence polarization, uHTS; Neuropilin-1 (Homo sapiens), O14786; FAM-RPARPAR peptide binding to NRP-1; inhibition, % at 25 µM; actives 0.85% (n = 360,000); AID 602438, 2012;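 active = inhibition or corrected inhibition above about 18%, plus a signal ratio from 0.5 to 1.5, limit read from the data, passing the limit was not always enough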; also: strong numbers were not always called active
Rin1-Abl PPI inh = inhibitors of Rin1-Abl protein binding, primary screen, biochemical, TR-FRET; actives 0.4% (n = 360,000); Tyrosine-protein kinase ABL1 (Homo sapiens) + Ras and Rab interactor 1 (Homo sapiens), …; AID 588664, 2011; inhibition, % at 7.35 µM; in the data active = inhibition above about 5%, passing the limit was not always enough
FAS-TE inh = FAS thioesterase domain inhibitors, primary screen, biochemical, fluorescence intensity, uHTS. Fatty acid synthase (Homo sapiens), P49327. recombinant FAS-TE, OMFH fluorogenic substrate, fluorescence endpoint. inhibition, % at 15 µM. actives 0.67% (n = 360,000). AID 602261, 2012;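 active = compounds whose normalised, plate-corrected inhibition of enzyme fluorescence in the single-dose primary screen is 50% or more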;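 also: 0% = DMSO with enzyme and 100% = substrate without enzyme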
bovine MsrA act = bovine MsrA enzyme activators, primary screen, biochemical, absorbance, HTS | Methionine sulfoxide reductase A (Bos taurus) | purified bovine MsrA, absorbance read-out | activation, % at 10.6 µM | actives 0.3% (n = 360,000); in the data active = activation above about 7.5%;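 also: 0% = vehicle and 100% = reference activator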
eLon inh = inhibitors of E. coli Lon protease, primary screen, biochemical, fluorescence polarization; purified E. coli Lon protease; inhibition, % at 7.94 µM; actives 0.42% (n = 360,000); AID 602123, 2011; in the data active = inhibition above about 13%, passing the limit was not always enough;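 also: 0% = enzyme with probe and DMSO and 100% = no enzyme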
Target sequence (P0A9M0 whole entry, looked up): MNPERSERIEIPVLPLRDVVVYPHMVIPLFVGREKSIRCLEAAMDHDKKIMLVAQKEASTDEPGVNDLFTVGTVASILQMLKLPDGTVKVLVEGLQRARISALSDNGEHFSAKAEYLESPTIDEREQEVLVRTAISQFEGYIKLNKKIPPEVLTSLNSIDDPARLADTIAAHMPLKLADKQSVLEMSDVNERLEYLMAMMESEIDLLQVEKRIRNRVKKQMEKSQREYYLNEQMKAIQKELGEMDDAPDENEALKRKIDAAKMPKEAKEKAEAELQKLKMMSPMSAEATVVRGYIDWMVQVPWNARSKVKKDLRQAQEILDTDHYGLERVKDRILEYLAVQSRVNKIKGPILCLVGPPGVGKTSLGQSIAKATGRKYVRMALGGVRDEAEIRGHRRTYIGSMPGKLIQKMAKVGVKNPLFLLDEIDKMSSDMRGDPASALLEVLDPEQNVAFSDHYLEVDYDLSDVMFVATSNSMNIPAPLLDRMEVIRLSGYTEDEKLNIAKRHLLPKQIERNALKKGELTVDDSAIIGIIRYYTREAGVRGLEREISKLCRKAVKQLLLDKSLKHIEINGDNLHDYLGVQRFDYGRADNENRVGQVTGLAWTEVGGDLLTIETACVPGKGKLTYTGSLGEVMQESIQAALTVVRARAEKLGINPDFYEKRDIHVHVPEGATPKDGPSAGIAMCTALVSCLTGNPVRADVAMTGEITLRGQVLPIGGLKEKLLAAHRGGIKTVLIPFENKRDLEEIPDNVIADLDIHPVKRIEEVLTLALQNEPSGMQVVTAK
Neddyl block = inhibitors of cullin neddylation, primary screen, biochemical, TR-FRET, uHTS, NAE and Ubc12; actives 0.58% (n = 360,000); calls only at 25 µM; in the data active = inhibition above about 36%
SKN-1 block = suppressors of acrylamide-induced Pgst-4::GFP reporter in worms, primary screen, SKN-1 inhibitor project, whole organism, uHTS, GFP/RFP fluorescence ratio, strain VP596. inhibition, % at 21.8 µM. C. elegans VP596 Pgst-4::GFP/RFP ratio, 24 h. actives 0.49% (n = 360,000);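 active = interference check ratio from 0.5 to 1.5 plus GFP to RFP signal ratio inhibition reaching or exceeding a fixed threshold, cut at about 30% in these data, passing the limit was not always enough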; also: some compounds called inactive have numbers as strong as hits
MT1-MMP act inh = blockers of MT1-MMP proenzyme processing, primary screen, HT1080 RFP-PRO-GFP cells, GFP/RFP fluorescence. Matrix metalloproteinase-14 (Homo sapiens), P50281. GFP/RFP ratio fluorescence, overnight; percent of plate control window, DMSO zero. GFP/RFP ratio change, % at 20 µM. actives 0.061% (n = 360,000);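 active = GFP/RFP ratio change of at least 30% with cell ATP level not reduced by more than half and red fluorescence within 50% of control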; also: strong numbers were not always called active
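Read-out: GFP/RFP fluorescence ratio; Test system: RFP-PRO-GFP reporter HT1080 cells; Compound dosing: single-point 20 µM compound, 1% DMSO; Times: overnight compound exposure at 37 °C.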
An asterisk follows results filed as active; i = inactive; . = not tested or not shown; + = active, no number.

SMILES	PABP1 MLLE inh	CendR NRP1 mod	Rin1-Abl PPI inh	FAS-TE inh	bovine MsrA act	eLon inh	Neddyl block	SKN-1 block	MT1-MMP act inh
Cc1cc(N2CCN(c3ccccc3F)CC2)nc2cc(O)ccc12	6	-4	3	4	-13	3	.	-9	6
CCC(C)n1c(SCC(=O)NC2CCCC2)nc2ccccc2c1=O (centres undefined)	-4	8	1	-1	-3	-4	i	-10	-2
Cc1cccc(C(=O)NC(CC(=O)O)c2ccc(OC3CCCC3)cc2)c1[N+](=O)[O-] (centres undefined)	-8	1	1	0	-12	-4	i	-8	-2
CCN(CC(=O)Nc1ccc(N2CCOCC2)cc1)C(=O)c1ccc(C(F)(F)F)cc1	18	-8	-3	-8	-2	4	i	7	1
CCNC(=O)C1(C)CCCN1C(=O)c1ccc(F)c(Cl)c1 (centres undefined)	-1	7	-3	-8	-1	4	i	9	4
Cn1c2ccccc2c2nnc(SCC(=O)NC3CCCC3)nc21	-1	1	-13	-2	-1	1	i	3	3
Cc1cc(OCC(=O)Nc2ccccc2N2CCOCC2)c(C(C)C)cc1Cl	-5	-4	0	29	1	1	i	11	-2
Cc1cccc(CN2[C@H](CO)C=CS2(=O)=O)c1	1	17	0	-14	-1	-6	i	-8	0
CCCC/C(C)=N/NC(=O)C(=O)NCCc1ccccc1	4	18	0	-6	-11	-5	i	-8	3
CC(C)(O)C(=O)N/N=C\c1ccc(OC/C=C/c2ccccc2)cc1	-6	3	4	0	-2	-3	i	9	3
COc1ccc(OC)c(NC(=O)CCNC(=O)N2CC(=O)Nc3ccccc32)c1	0	-11	-6	-7	-7	-2	i	7	-2
CC1Sc2ccc(S(=O)(=O)CCC(=O)NCc3ccccc3Cl)cc2NC1=O (centres undefined)	-1	-4	1	4	-2	0	i	2	2
Cc1ccc(N(CC(=O)NCc2ccco2)S(=O)(=O)c2ccccc2)cc1	9	2	3	1	-2	-3	i	-8	-3
O=C(Nc1ccc(S(=O)(=O)Nc2cnc3ccccc3n2)cc1)c1cccc(OC(F)F)c1	-2	-2	-1	-3	-3	1	i	13	3
CC(=O)c1ccc(Oc2ncnc3sccc23)c(CN2CCOCC2)c1	-5	0	-1	-2	3	0	i	20	1
O=C(Oc1cccccc1=O)c1ccccc1	-1	2	-3	-3	-4	8	i	-11	3
O=C(C1CCC(=O)N1Cc1ccccc1Cl)N1CCN(c2cccc(Cl)c2)CC1 (centres undefined)	3	-7	-2	3	1	0	i	-1	-1
COc1ccc2nc(-c3ccccc3)cc(C(=O)OCC(=O)N3CCCCC3)c2c1	8	-1	0	31	-2	-11	.	5	-2
COc1ccc2cc(/C=C3\SC(=S)NC3=O)c(N3CCOCC3)nc2c1	-40	-81	0	37	-6	-52	i	31	-22
COC(=O)C1CCN(C(=O)c2ccc(OC)c(S(=O)(=O)N3CCCc4ccccc43)c2)CC1	3	14	0	2	-4	-8	i	2	-3
COc1ccc(/C=C2\C(=N)N3N=C(CC(=O)N4CCCCC4)SC3=NC2=O)cc1	13	-45	-2	-3	0	6	i	18	0
CN1CCC(C(=O)N2CCCC(C(=O)c3ccc4c5c(cccc35)CC4)C2)CC1 (centres undefined)	4	-7	-6	-10	-11	-8	+	0	0
Nn1c(Cc2cccc3ccccc23)nnc1SCc1c(Cl)cccc1Cl	-129	0	-1	11	-8	-10	i	6	0
COc1ccc(OC)c(CCNC(=O)CCc2nnc3ccc(N4CCOCC4)nn23)c1	14	2	3	-6	-1	-2	i	9	-1
O=C(CCc1ccccc1)N1CCN(C(=O)CCc2ccccc2)CC1	11	-1	3	-10	-5	-7	i	-1	-1

An excerpt of these results, comma-delimited.
SMILES,PABP1 MLLE inh,CendR NRP1 mod,Rin1-Abl PPI inh,FAS-TE inh,bovine MsrA act,eLon inh,Neddyl block,SKN-1 block,MT1-MMP act inh
COc1ccc(OC)c(NC(=O)CCNC(=O)N2CC(=O)Nc3ccccc32)c1,0,-11,-6,-7,-7,-2,i,7,-2
CC1Sc2ccc(S(=O)(=O)CCC(=O)NCc3ccccc3Cl)cc2NC1=O (centres undefined),-1,-4,1,4,-2,0,i,2,2
Cc1ccc(N(CC(=O)NCc2ccco2)S(=O)(=O)c2ccccc2)cc1,9,2,3,1,-2,-3,i,-8,-3
O=C(Nc1ccc(S(=O)(=O)Nc2cnc3ccccc3n2)cc1)c1cccc(OC(F)F)c1,-2,-2,-1,-3,-3,1,i,13,3

Remaining list, next part.
SMILES	PABP1 MLLE inh	CendR NRP1 mod	Rin1-Abl PPI inh	FAS-TE inh	bovine MsrA act	eLon inh	Neddyl block	SKN-1 block	MT1-MMP act inh
Cc1cc(F)ccc1C(O)c1ncc(-c2ccc3ccccc3c2)[nH]1 (centres undefined)	16	10	-6	1	-6	-5	i	1	-1
CCCCn1c(NC(=O)c2ccccc2Cl)c(C#N)c2nc3ccccc3nc21	-16	-8	5	34	-1	-9	.	33	-131
Brc1ccc(-n2cccc2/C=N/n2cnnc2)cc1	-13	2	-2	-1	-5	-7	i	8	1
O=C(c1cccc(NS(=O)(=O)c2ccc(Br)cc2)c1)N1CCN(c2ccccc2O)CC1	0	-10	0	9	0	-5	i	18	-5
Cc1cc(NC(=O)NC2CCCN2S(=O)(=O)c2ccc(Cl)cc2)no1 (centres undefined)	13	1	1	0	-3	-4	i	5	2
COc1ccc2c(c1)C(=O)N(c1ccccc1OC)C(=O)C2(C)C	-17	4	-2	0	-3	-7	i	11	-2
CCN(c1ccccc1)S(=O)(=O)c1ccc(Cl)c(C(=O)NCCc2ccc(OC)cc2)c1	0	12	-5	3	-3	4	i	0	-3
Cn1cnnc1SCC(=O)Nc1ccc(OC(F)F)cc1	7	-10	2	-11	-4	6	i	-1	0
COc1ccc(CCn2c(SCCN3CCCCC3)nc3ccccc3c2=O)cc1OC	-13	-1	0	-9	-2	-10	i	-5	-3
CN1CCS/C1=C/C=C1\SC(=S)N(CC(=O)O)C1=O	26	134	-35	-104	-5	i	i	-10	-95
CC(C)(C)Cc1cc(N)on1	-2	-21	0	-16	-3	-36	i	6	-6
CCN(CCNC(=O)C1CCN(S(=O)(=O)c2cccc3nsnc23)CC1)c1ccccc1	-9	10	-7	0	-4	-4	i	-2	1
COc1cc(NCc2ccccc2)c2ncn(Cc3ccccc3)c2c1	-2	-2	3	13	-4	-3	i	14	3
CC(=O)O[C@@H]1C[C@@]2(C)[C@@H](CC[C@H]2[C@@H](C)/C=C\CC(C)C)C2=C[C@@H](O)[C@@]3(O)C[C@@H](O)[C@H](O)C[C@]3(CO)[C@]21O	9	14	2	-1	-2	-12	i	4	-1
C[C@@H](NC(=O)Cn1ccc(NC(=O)OCc2ccccc2)nc1=O)c1cccc2ccccc12	-7	-1	2	-2	-9	4	i	9	12
CCOc1ccc(OCCCN(C)C)cc1	5	0	3	-8	0	7	i	-11	4
Oc1ccc(/C=N/NC(=S)Nc2cccnc2)cc1O	40*	-13	0	-6	-9	7	i	7	8
Cc1ccc(NC(=O)N2CCCCCC2)c(C)c1	9	12	-2	-8	0	-4	i	11	-2
O=C(CSc1n[nH]c(-c2ccc(S(=O)(=O)N3CCCCC3)cc2)n1)Nc1nccs1	-15	-8	2	-36	0	-2	.	8	-3
O=S1(=O)c2c(F)cccc2OC(COCc2ccccc2)CN1C1CCCC1 (centres undefined)	18	3	-2	25	-1	-10	i	-24	-2
O=C(CCC(=O)N1CCN(S(=O)(=O)c2ccc3ccccc3c2)CC1)Nc1cc(Cl)cc(Cl)c1	11	-4	1	44	0	10	i	3	-6
C#CCSc1nsc(SCC#C)c1C#N	12	-6	-1	14	-2	-6	i	5	-5
Cc1ccc(S(=O)(=O)N2[C@@H](Cc3ccccc3)CO[C@H]2CC(=O)c2cccs2)cc1	.	-2	.	.	.	.	i	3	0
CC(=O)Nc1ccc(S(=O)(=O)N2CCC(C(=O)NCc3ccncc3)CC2)cc1	-2	-8	3	-9	-5	-6	i	-12	2
CCS(=O)(=O)C1=NN2C(=N)/C(=C\c3ccc(OCCOc4cccc(OC)c4)c(OC)c3)C(=O)N=C2S1	-58	-43	-1	5	-2	-4	i	21	5

Records listed so far that bear a hit mark in Neddyl block:
mol	PABP1 MLLE inh	CendR NRP1 mod	Rin1-Abl PPI inh	bovine MsrA act	eLon inh	Neddyl block	SKN-1 block	MT1-MMP act inh
CN1CCC(C(=O)N2CCCC(C(=O)c3ccc4c5c(cccc35)CC4)C2)CC1 (centres undefined)	4	-7	-6	-11	-8	+	0	0

New compounds follow
SMILES	PABP1 MLLE inh	CendR NRP1 mod	Rin1-Abl PPI inh	FAS-TE inh	bovine MsrA act	eLon inh	Neddyl block	SKN-1 block	MT1-MMP act inh
Cc1cccc(OCC(=O)N/N=C\c2cc3c(cc2[N+](=O)[O-])OCO3)c1C	5	6	2	3	0	3	i	-1	-1
Cc1onc(-c2ccccc2Cl)c1C(=O)Nc1nnc(-c2ccc(F)cc2)s1	-4	-4	5	1	-8	-2	i	-2	-8
O=C(CCNc1ccc(Cl)c(C(F)(F)F)c1)c1ccco1	-3	-7	-1	22	-3	2	i	7	-11
CCc1cccc(NC(=O)CCNS(=O)(=O)c2cc(Br)cnc2N)c1	-7	-1	4	10	-4	-4	i	12	6
CC[C@H]1OC(=O)[C@H](C)[C@@H](O[C@H]2C[C@@](C)(OC)[C@@H](O)[C@H](C)O2)[C@H](C)[C@@H](O[C@@H]2O[C@H](C)C[C@H](N(C)C)[C@H]2O)[C@](C)(OC)C[C@@H](C)C(=O)[C@H](C)[C@@H](O)[C@]1(C)O	10	-9	-3	0	1	-6	i	10	-14
COC(=O)c1ccc(C(NC(=O)OCc2ccccc2)/C(C)=C/[C@@H](C)C(=O)NCc2ccc(OC)c(OC)c2)cc1 (some centres undefined)	-1	17	1	5	-1	2	i	6	-2
O=S(=O)(Nc1cccc(CCc2ccccn2)c1)c1ccc2ccccc2c1	-14	13	0	7	-4	-10	i	-21	6
CCCCNC1C(CC)C(CCC)C(C#N)(C#N)C1(C#N)C#N (centres undefined)	-17	-2	2	-36	-2	9	i	0	-7
Cc1cc(C(=O)COc2ccccc2C(N)=O)c(C)n1CC1CCCO1 (centres undefined)	11	-10	-2	2	-5	0	i	-10	0
CCOC(=O)c1c(NC(=O)COC(=O)CNC(=O)c2ccco2)sc(C)c1C	-3	8	-2	-2	-5	-8	i	9	-1
Cc1ccc(Oc2ncccc2N)c2c1CCC2	-6	5	-1	-1	-2	-7	i	10	0
CCn1c(C(=O)N2CCc3ccccc3C2)cc2oc3ccccc3c21	-13	8	0	26	-1	1	i	-9	6
COC(=O)[C@]1(C)N[C@H](CN(C)C(=O)Nc2ccc(C(F)(F)F)cc2)[C@@H]2C(=O)N(C)C(=O)[C@@H]21	-4	11	2	-8	-1	3	i	-2	4
COc1ccc(N2CCN(C(CNC(=O)OCc3ccccc3)c3ccco3)CC2)cc1 (centres undefined)	-9	2	4	11	-4	4	i	8	0
NC(=O)c1cc(S(=O)(=O)N2CCc3ccccc3C2)cs1	19	-8	-1	-2	-2	2	i	2	0
O=C(OCCOc1ccccc1)c1n[nH]c2ccccc12	-1	2	1	-10	-1	-1	i	1	1
CC(C)(C)N(Cc1ccccc1)C(=O)CN1C(=O)NC2(CCCCCC2)C1=O	8	3	3	1	-3	-14	i	5	-7
Cc1ccc(C(=O)OCC(=O)NC(=O)c2ccc(C(C)(C)C)cc2)c(O)c1	-9	4	2	-4	-2	8	i	17	2
